# Screening results: PubChem, several laboratories
# NADH enzymes = inhibition of NAD/NADH coupling enzymes, library profiling | coupled PK/LDH NADH assays, four targets | IC50, µM (highest dose often 10 µM), without a hit: at the highest dose inhibition | 65,000 tested, 0.02% active;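 active = single-dose screening hits from any of four coupled enzyme assays that gave an IC50 when retested across doses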;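 also: the DPM-DC format reads NADH fluorescence rather than 340 nm absorbance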
# M1 antag = antagonists of rat M1 muscarinic receptor. CHO-M1 cells, Fluo-4 calcium, ACh EC80 antagonist mode; hits give low values. B-score at 10 µM. 64,000 tested, 3.4% active;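 active = calcium fluorescence response, raw or row-and-column corrected B-score, differing from the plate sample mean either way at a set confidence level, mostly lower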
# Target sequence (P08482 whole entry, looked up): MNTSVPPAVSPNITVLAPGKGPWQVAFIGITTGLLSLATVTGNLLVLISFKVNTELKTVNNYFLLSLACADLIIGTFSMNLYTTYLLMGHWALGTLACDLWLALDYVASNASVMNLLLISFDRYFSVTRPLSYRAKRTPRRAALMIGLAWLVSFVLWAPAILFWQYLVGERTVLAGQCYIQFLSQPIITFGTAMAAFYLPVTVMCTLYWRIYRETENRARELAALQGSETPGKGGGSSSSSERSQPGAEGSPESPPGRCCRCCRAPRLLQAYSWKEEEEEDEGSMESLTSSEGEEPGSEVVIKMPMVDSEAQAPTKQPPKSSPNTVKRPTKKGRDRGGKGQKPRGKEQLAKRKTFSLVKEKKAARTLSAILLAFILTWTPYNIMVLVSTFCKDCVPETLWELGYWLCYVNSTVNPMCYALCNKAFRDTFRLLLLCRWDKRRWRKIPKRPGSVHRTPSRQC
# M1 ag = agonists of M1 muscarinic receptor; 64,000 tested, 3% active; AID 626; B-score at 10 µM; CHO-M1 cells, Fluo-4 calcium fluorescence, agonist mode; hits give high values;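 active = fluorescence rise, raw or as B-score row- and column-corrected plate score, outside the 99.7% band of its plate's samples, either direction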
# D1 allo mod = allosterically modulates the human D1 dopamine receptor | P21728 | HEK293 D1, CRE-luciferase, dopamine EC30 potentiation; actives deviate in either direction | B-score at 10 µM | 58,000 tested, 5.9% active;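 active = luminescence count or its row- and column-corrected plate score outside the 99.7% band of the plate's sample wells, on either side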
# TNAP act DEA = activates human TNAP at intermediate phosphate acceptor concentration; AID 813; 64,000 tested, under 10 active; purified TNAP, CDP-star luminescence, 100 mM DEA, 30 min; hits give high values; scale: 0 levamisole-inhibited, 1 vehicle-only enzyme; activation factor at 20 µM; P05186;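 active = activation factor of at least 2 at 20 µM, relative to controls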
# Jurkat tox 60K = reduces viability or proliferation of Jurkat cells | Jurkat E6.1 viability, ATP luminescence, 48 h | inhibition, % at 4 µM | 56,000 tested, 1.2% active | AID 463;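 active = inhibition above the mean inhibition of all tested compounds plus 3 SD, cut at about 28% in these data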
# HEK293 NFkB inh = inhibitors of the PMA/ionomycin-induced NF-kB reporter in HEK293 cells. HEK-293 NF-kB luciferase reporter, luminescence. inhibition, % at 3 µM. 62,000 tested, 0.21% active. AID 465;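 active = inhibition above the mean of all tested compounds plus 3 SD, cut at about 40% in these data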;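 also: 0% = stimulated DMSO wells and 100% = 10 µM reference inhibitor 5653914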
#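 Reagent: PMA plus ionomycin mix as NF-kB-activating stimulus. Assay system: NF-kB luciferase reporter HEK-293 cells. Technique: luminescence from luciferase substrate reagent. Incubation: 1 h compound pre-incubation, 16 h PMA/ionomycin at 37 °C. Benchmarks: DMSO only as uninhibited control, 10 µM reference inhibitor as full inhibition. Repeats: tested once.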
# tolC growth inh = growth inhibitors of E. coli BW25113 tolC mutant; OD615; growth inhibition, % at 10 µM (by protocol); 65,000 tested, 2.2% active; AID 573;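 active = growth inhibition at or above a cutoff equal to the mean over every tested compound plus 3 SD, cut at about 60% in these data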;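 also: growth measured after 20 h incubation at 37 °C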
#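 Test system: tolC-deleted E. coli BW25113 | Medium: LB with kanamycin 50 µg/mL | Compound dosing: Single concentration, 10 µM final per compound | Schedule: 37 °C, 20 h exposure | Measured by: OD at 615 nm | Evaluation: Percent growth inhibition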
# SF1 activator = activators of human nuclear receptor SF-1. Q13285. CHO-K1 Gal4-SF-1 LBD luciferase reporter; % increase over DMSO SF-1-specific signal. activation, % at 10 µM. 65,000 tested, 1.9% active;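 active = activation above the mean activation of all tested compounds plus 3 SD, cut at about 50% in these data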
# Target sequence (Q13285 whole entry, looked up, the tested form may be a part): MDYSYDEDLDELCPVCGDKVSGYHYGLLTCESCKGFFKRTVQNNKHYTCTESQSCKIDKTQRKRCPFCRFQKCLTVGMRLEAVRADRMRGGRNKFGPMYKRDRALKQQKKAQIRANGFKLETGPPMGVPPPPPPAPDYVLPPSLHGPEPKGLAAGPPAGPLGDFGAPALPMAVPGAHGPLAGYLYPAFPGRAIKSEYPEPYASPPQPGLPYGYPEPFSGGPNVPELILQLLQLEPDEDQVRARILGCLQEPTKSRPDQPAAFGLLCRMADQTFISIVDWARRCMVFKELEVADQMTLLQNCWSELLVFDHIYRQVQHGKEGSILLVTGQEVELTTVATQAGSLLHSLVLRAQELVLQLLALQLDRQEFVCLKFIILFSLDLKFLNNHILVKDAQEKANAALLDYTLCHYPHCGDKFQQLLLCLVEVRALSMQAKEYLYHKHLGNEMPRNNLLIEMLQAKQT
#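 material = CHO-K1 cells with Gal4–hSF-1 LBD chimera plus Gal4-driven luciferase | compound = 10 µM single point, 1% DMSO | incubation = 20 h compound exposure at 37 °C after 1 h cell settling | measured by = SteadyLite luciferase luminescence | evaluation = percent activation relative to DMSO median and mock-transfected background | control set = DMSO negative control and −SF1 background wells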
# Active calls of the source: *; . = no result given; [ ] = another dose, or the depositor's remark.
SMILES,NADH enzymes,M1 antag,M1 ag,D1 allo mod,TNAP act DEA,Jurkat tox 60K,HEK293 NFkB inh,tolC growth inh,SF1 activator
CN(Cc1ccc(-n2cccn2)cc1)C(=O)c1cnn2c1NC(c1ccco1)CC2C(F)(F)F (configuration not stated),2%,-0.87,1.3,.,0.9,4,15,60,-20
COc1ccc(N2CC(C(=O)Nc3ccc4c(c3)OCO4)CC2=O)cc1 (configuration not stated),2%,-0.0004,0.93,0.39,1.1,4,1,-7,10
CCc1ccc(-n2c(O)cnc2Nc2nc(C)cc(C)n2)cc1,3%,-0.5,-0.6,.,1.2,-9,2,4,-11
Clc1ccccc1OCCN1CCCCC1,17%,-1.1,-0.47,-1.6,0.9,0,-4,5,-2
CCC1Oc2ccc(C)cc2N(CC(=O)N(Cc2cccnc2)Cc2ccc(C)o2)C1=O (configuration not stated),2%,-1.5,4.4*,-0.053,0.9,5,10,19,-2
Clc1ccc(NCc2nncn2-c2ccccc2)cc1,0%,0.88,0.064,-0.91,0.9,1,18,-2,-20
CCOC(=O)CCC(=O)NCc1ccc2c(c1)cc(C)n2C,7%,0.079,-0.045,0.022,.,4,14,-5,-2
COc1ccc(C(=O)NCC(=O)O)cc1,2%,0.018,0.75,-1.1,0.9,-9,0,-11,1
O=S(=O)(c1ccc(F)cc1)N1CCCC(CO)C1 (configuration not stated),2%,0.25,-0.52,.,0.9,-8,12,-7,7
Cc1ccccc1Cn1c(CN2CCN(c3ccc(F)cc3)CC2)nc2c1c(=O)n(C)c(=O)n2C,6%,0.049,-0.23,-0.12,0.9,-4,2,10,6
Cc1cc(=O)[nH]c2c1c(C)nn2C1CCCC1,8%,0.0043,0.6,0.51,0.9,10,12,1,-19
O=S(=O)(NCCSc1ccc(Cl)cc1)c1ccc2c(c1)OCCO2,6%,0.5,0.6,-0.043,0.9,-1,2,100*,-3
COc1ccc(OC)c(S(=O)(=O)N2CCC(C(=O)NCc3ccccc3)CC2)c1,11%,0.45,0.33,0.47,1,1,4,3,3
COc1ccccc1-c1nnc(SCC(=O)N2CCOCC2)o1,9%,-0.87,-0.14,0.27,1,1,-6,-10,40
C=C(Br)Cn1c(CCCC)nc2ccccc21,3%,0.34,-0.0097,.,0.9,.,.,17,-8
O=C(Nc1ccc(CN2CCCCC2)cc1)c1ccc2c(c1)OCO2,2%,0.19,0.075,0.35,1,-4,8,-12,6
CCOc1cccc(/C(O)=C2/C(=O)C(=O)N(CCN3CCOCC3)C2c2cccnc2)c1 (configuration not stated),13%,0.16,-0.67,0.85,0.9,.,10,-31,12
COc1ccc(-c2nnc3ccc(SCC(=O)N4CCN(c5ccccc5)CC4)nn23)cc1OC,6%,-0.13,6*,-0.49,0.9,-1,6,2,3
Cn1c(=O)[nH]c(=O)c2c1nc(N1CCOCC1)n2CCCSc1ncccn1,6%,-0.72,-0.043,-0.3,0.9,5,24,-22,10
Cc1cc(N2CCN(C)CC2)nc2ccc(NC(=O)CCC(=O)NCCC3=CCCCC3)cc12,11%,0.46,-0.18,-1.2,0.9,-2,2,36,-7
COc1ccc(CCn2c(C)cc(C(=O)CSc3nnnn3-c3ccccc3)c2C)cc1OC,4%,-0.43,-0.5,-0.65,1,-3,13,-5,-9
O=C(Nc1nccs1)c1ccc(S(=O)(=O)NCC2CCCCC2)cc1,6%,-0.1,-1.4,-1.5,0.9,37*,21,-1,-4
COCCn1nnnc1C(c1ccccc1OC)N1CCN(c2ccccc2)CC1 (configuration not stated),7%,0.18,-0.17,-0.54,0.9,-2,6,5,0
CCOCCn1c(=O)c2c(nc3n2CCN3c2ccccc2)n(C)c1=O,6%,-1.8,1.2,0.52,1,-3,18,-1,-7
CCOc1ccc(N2C(=O)c3cccnc3C2Nc2ccc(Cl)cc2)cc1 (configuration not stated),8%,0.026,-0.59,1.1,0.9,5,8,12,-11
# Other structures:
SMILES,NADH enzymes,M1 antag,M1 ag,D1 allo mod,TNAP act DEA,Jurkat tox 60K,HEK293 NFkB inh,tolC growth inh,SF1 activator
CCOC(=O)N1CCC(NC(=O)C2CCN(Cc3nc(-c4ccc(CC)cc4)oc3C)CC2)CC1,2%,-0.73,-0.01,0.065,1,2,1,-7,-16
CN(C)C(=O)c1c(-c2ccccc2)oc2ccc(O)cc12,3%[fluoresces],0.74,0.14,-0.072,1,.,14,8,2
CSCCC(NC(=O)c1cc(C(C)(C)C)oc1C)C(=O)O (configuration not stated),1%,-0.51,1.5,-1.1,1,-4,10,-10,-11
Cc1ccc(C2C3CSCC=C3C(C#N)=C(N)C2(C#N)C#N)cc1 (configuration not stated),6%,-0.29,0.53,0.65,0.9,-2,1,2,-26
CC(=O)NC(Cc1c[nH]c2ccccc12)C(=O)Nc1ccc2c(c1)OCO2 (configuration not stated),3%,0.47,0.31,0.74,0.9,-8,6,8,11
Cc1cccc(OCCc2nnc(N)s2)c1C,7%,0.019,0.91,0.93,0.9,1,10,-11,-14
CCCCCOC(=O)Cc1c(C)nc(-c2ccccc2)[nH]c1=O,1%,-0.046,-0.57,.,1,.,.,15,-10
COc1ccc(C2Nc3ccccc3C(=O)N2O)cc1OC (configuration not stated),7%,0.019,0.2,.,0.9,2,-1,-16,4
Cc1cc(C)nc(N(C#N)S(=O)(=O)c2ccccc2Cl)n1,1%,1.6,-0.87,-0.36,0.9,.,.,-12,2
Cc1ccc(C(=O)Nc2ccc3c(c2)CCC3)o1,4%,0.45,0.31,-3.5,0.9,9,-21,22,59*
CCSc1nnc(NC(=O)CC)s1,0%,1.4,0.04,1.1,0.9,0,-10,-13,5
CS(=O)(=O)NCc1nnc(SCC(=O)NC2CCCCC2)n1-c1ccc(F)cc1,12%,0.43,0.7,0.15,0.9,2,20,-12,-4
Nc1nc2c(s1)C(=O)CCC2,8%,0.21,-0.091,0.25,0.9,1,0,-21,2
CC1(C)C(=O)OC(c2cccs2)C(C)(C)C1=O (configuration not stated),4%,0.1,-0.98,0.00086,1,9,12,-9,-8
O=C(C1CCCCC1)N(Cc1ccccc1)c1ccccn1,3%,0.14,-0.12,-0.085,0.9,.,9,26,2
O=C(NCCCN1CCCCCC1)c1ccc(N2CCCC2=O)cc1,8%,1.1,-0.36,.,1,.,4,-14,-5
COc1ccc(S(=O)(=O)n2cnc3cc(C)c(C)cc32)cc1C,3%,-0.14,1.6,-0.28,1,12,14,77*,-18
CCCOC(=O)c1ccc(OCC(O)CN2C(=O)NC(C)(C)C2=O)cc1 (configuration not stated),6%,.,.,.,0.9,-5,-1,-7,6
Cn1c(=O)oc2cc(S(=O)(=O)Nc3ccc4c(c3)OCO4)ccc21,9%,0.44,-1.6,-0.65,0.9,7,6,1,-13
CCOC(=O)c1sc2nc(N3CCOCC3)c3c(c2c1N)CCCC3,7%[fluoresces],0.76,-0.057,1.2,0.9,-10,4,-7,-7
COc1ccc(N(C)S(=O)(=O)c2cccc(C(=O)NC3=NCCS3)c2)cc1,6%,-0.008,0.18,-1.1,0.9,.,15,3,18
COC(=O)c1ccccc1NC(=O)Cn1cnc2ccc(S(=O)(=O)N3CCC(C)CC3)cc2c1=O,4%,.,.,.,1,0,13,-3,15
CCN(CC)c1ccc(C2C(C(=O)Nc3ccccn3)=C(C)NC3=C2C(=O)CC(C)(C)C3)cc1 (configuration not stated),6%,-0.038,0.52,1.6,0.9,1,14,6,8
O=C(Nc1ccc(Oc2ccccc2)cc1)C1CCCO1 (configuration not stated),2%,0.59,0.33,-0.2,1,-2,-8,3,58*
Cc1ccccc1OCc1nnc2c3cnn(C)c3ncn12,2%,0.47,-0.45,0.39,0.7,2,0,-5,49
# Further results follow:
SMILES,NADH enzymes,M1 antag,M1 ag,D1 allo mod,TNAP act DEA,Jurkat tox 60K,HEK293 NFkB inh,tolC growth inh,SF1 activator
Cc1c(NC(=O)OCCNC(=O)Nc2ccccc2)sc(=S)n1C,4%,-0.047,0.22,0.0093,0.9,4,10,-7,-2
CCCCCOc1ccc(Cl)cc1CN1CCOCC1,4%,0.64,0.72,.,0.9,.,.,-2,19
CCCc1cc(N2CCN(c3ccccn3)CC2)n2nc(C)c(-c3ccccc3)c2n1,6%,0.22,-0.23,.,0.9,-2,8,-27,4
CC1(C)CC(=O)C(C=NCCC2=CCCCC2)=C(O)C1,2%,0.17,0.84,1.5,0.9,2,3,-5,22
COc1ccc(CCNC(=O)C2CCCN2C(=O)Nc2cccc(C(C)=O)c2)cc1OC (configuration not stated),4%,-0.13,0.08,-1.1,0.9,.,9,-8,4
CCn1nc(NC(=O)c2ccncc2)c2cc3ccc(C)cc3nc21,5%,-0.0058,2.7,2.7,0.9,-2,-3,6,10
CCCS(=O)(=O)N1CCN(C(=O)COc2ccc(-c3ccccc3)cc2)CC1,4%,.,.,-0.5,1,7,14,1,-12
CC(C)n1c(C(O)c2ccccc2)nc2ccccc21 (configuration not stated),0%,0.29,0.34,3.1*,1,1,-8,11,-4
O=C(CSc1nccc2ccccc12)N1CCN(c2ccccn2)CC1,2%,-0.013,-0.00069,-1.1,0.9,2,22,17,20
Cc1ccc(-c2noc(CN3C(C)CCCC3C)n2)cc1 (configuration not stated),5%,-1.2,0.62,0.24,0.9,2,6,10,9
COc1ccc(-c2ccc(S(=O)(=O)N3CCOCC3)cc2)cc1,8%,0.057,-0.17,0.031,1,.,6,-5,9
COc1cc(C)nc(OCCNS(=O)(=O)c2cc(C)ccc2C)n1,7%,0.16,-0.75,0.96,0.9,-2,3,12,-1
Cc1cc(C)nc(N2CCC(C(=O)Nc3cccc(C(F)(F)F)c3)CC2)n1,8%,-0.71,0.063,0.51,0.9,0,-1,-2,-4
CCCCNC(=O)c1nnn(-c2ccccc2)c1N,2%,-0.19,-0.0097,0.33,0.9,4,3,-7,67*
Cc1cccc(-n2ncc3c(NC4CCCCC4)ncnc32)c1,1%,-0.39,0.56,-1.5,0.9,10,-72,15,17
CC1(C)CC(=NO)CC(C)(C)N1,7%,0.73,0.14,0.081,0.9,0,5,-12,-14
COC(=O)Cn1nc(-c2ccccc2)c2ccccc21,3%,0.016,-0.76,2.5*,0.9,4,10,22,-8
Cn1c(SCC(=O)N2CCCc3ccccc32)nnc1-c1cccs1,5%,0.049,-0.43,-0.74,1,1,1,-12,-5
Cc1nn(-c2ccccc2)c2c1C(c1ccncc1)C(C#N)=C(N)O2 (configuration not stated),4%,-0.13,-0.0029,-0.0084,1,-2,1,-14,5

# Of the compounds above, these have a furan ring, fused or not:
SMILES,NADH enzymes,M1 antag,M1 ag,D1 allo mod,TNAP act DEA,Jurkat tox 60K,HEK293 NFkB inh,tolC growth inh,SF1 activator
CN(Cc1ccc(-n2cccn2)cc1)C(=O)c1cnn2c1NC(c1ccco1)CC2C(F)(F)F (configuration not stated),2%,-0.87,1.3,.,0.9,4,15,60,-20
CCC1Oc2ccc(C)cc2N(CC(=O)N(Cc2cccnc2)Cc2ccc(C)o2)C1=O (configuration not stated),2%,-1.5,4.4*,-0.053,0.9,5,10,19,-2
CN(C)C(=O)c1c(-c2ccccc2)oc2ccc(O)cc12,3%[fluoresces],0.74,0.14,-0.072,1,.,14,8,2
CSCCC(NC(=O)c1cc(C(C)(C)C)oc1C)C(=O)O (configuration not stated),1%,-0.51,1.5,-1.1,1,-4,10,-10,-11
Cc1ccc(C(=O)Nc2ccc3c(c2)CCC3)o1,4%,0.45,0.31,-3.5,0.9,9,-21,22,59*
